# High-throughput results (PubChem)
# Bim-Bcl-XL = inhibitors of Bim-Bcl-XL binding, primary screen, biochemical, multiplexed, bead flow cytometry, human Bcl-XL; Bcl-2-like protein 1 (Homo sapiens), Q07817; Bim peptide-Bcl-XL binding, fluorescence; inhibition, % at 10 µM; 0.04% of 190,000 active; AID 1007, 2008
# RGS4-Gao reg = modulators of RGS4 binding to Galphao, primary screen, biochemical, multiplexed bead flow cytometry. Guanine nucleotide-binding protein G(o) subunit alpha (Homo sapiens), P09471. AID 1415, 2008. binding response (% of control), % at 10 µM. actives lie on both sides. 0.33% of 220,000 active; in the data active = binding response below about 49% or above about 150%; inactive = in between;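 note: fluorescent Galphao activated with aluminum fluoride binding bead-coupled RGS4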
# Target sequence (P09471 whole entry, looked up): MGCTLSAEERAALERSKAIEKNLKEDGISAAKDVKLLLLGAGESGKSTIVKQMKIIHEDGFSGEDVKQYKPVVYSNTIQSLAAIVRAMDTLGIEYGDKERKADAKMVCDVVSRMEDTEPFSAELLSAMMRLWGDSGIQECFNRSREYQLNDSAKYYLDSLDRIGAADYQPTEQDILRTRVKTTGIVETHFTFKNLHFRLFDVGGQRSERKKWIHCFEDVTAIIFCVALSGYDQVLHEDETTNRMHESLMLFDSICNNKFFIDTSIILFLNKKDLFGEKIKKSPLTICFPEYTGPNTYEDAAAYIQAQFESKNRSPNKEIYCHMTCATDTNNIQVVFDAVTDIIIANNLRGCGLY
# Mcl1 Noxa PPI = Mcl-1/Noxa binding inhibitors, primary screen, biochemical, TR-FRET, 1536-well; Induced myeloid leukemia cell differentiation protein Mcl-1 (Homo sapiens), Q07820; TR-FRET Mcl-1/Noxa peptide binding, 2 h; inhibition, % at 21.7 µM; 1.5% of 220,000 active;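 active = compounds that cut the protein-peptide binding signal by more than 50% relative to plate controls in a single-dose test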;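 note: His-tagged Mcl-1 with rhodamine Noxa BH3 peptide and terbium anti-His antibody; 0% = Mcl-1 plus Noxa peptide wells and 100% = peptide-only wells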
# Mcl1-Bid inh = Mcl-1/Bid binding inhibitors, primary screen, biochemical, TR-FRET, 1536-well | inhibition, % at 21.7 µM | TR-FRET Mcl-1/Bid-Dy647 peptide binding | 0.97% of 220,000 active;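 active = compounds that cut the binding signal by more than half at the single screening dose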;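 note: His-tagged Mcl-1 with europium anti-His antibody binding Bid BH3 peptide; 0% = Mcl-1 plus peptide wells and 100% = peptide-only wells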
# Bcl-2 Bim block = inhibitors of Bim-Bcl-2 binding, primary screen, biochemical, multiplexed, human Bcl-2 family. AID 950, 2007. Apoptosis regulator Bcl-2 (Homo sapiens), P10415. 0.06% of 190,000 active. Bead-based flow cytometry, Bim peptide-Bcl-2 binding. inhibition, % at 10 µM; in the data active = inhibition above about 40%; inconclusive = no clear call, values can overlap the other calls;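 note: 0% = no compound wells with probe peptide and 100% = reference peptide inhibitor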
# Target sequence (P10415 whole entry, looked up): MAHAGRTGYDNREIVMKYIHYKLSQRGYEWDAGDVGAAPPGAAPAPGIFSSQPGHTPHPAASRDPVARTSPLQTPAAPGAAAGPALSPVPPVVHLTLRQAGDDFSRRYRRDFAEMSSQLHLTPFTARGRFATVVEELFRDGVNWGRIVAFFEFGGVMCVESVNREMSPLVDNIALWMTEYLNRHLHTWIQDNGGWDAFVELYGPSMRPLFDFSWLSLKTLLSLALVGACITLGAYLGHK
# Bim-Bcl-B = inhibitors of Bim-Bcl-B binding, primary screen, biochemical, multiplexed, human Bcl-2 family. Bcl-2-like protein 10 (Homo sapiens), Q9HD36. bead-based flow cytometry, Bim peptide-Bcl-B binding. inhibition, % at 10 µM. 0.073% of 190,000 active;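 note: 0% = tracer peptide without compound and 100% = reference inhibitor peptide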
# Target sequence (Q9HD36 whole entry, looked up): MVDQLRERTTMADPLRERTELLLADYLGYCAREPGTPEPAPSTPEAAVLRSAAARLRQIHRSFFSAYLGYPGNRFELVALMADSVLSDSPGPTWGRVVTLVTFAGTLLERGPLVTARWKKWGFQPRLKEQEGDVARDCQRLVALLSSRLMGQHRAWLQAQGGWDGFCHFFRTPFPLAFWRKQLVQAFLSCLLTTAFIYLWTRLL
# Bim-Bcl-W = inhibitors of Bim binding to Bcl-W, primary screen, biochemical, multiplexed, bead-based flow cytometry | 0.02% of 190,000 active | Bim peptide-Bcl-W binding | Bcl-2-like protein 2 (Homo sapiens), Q92843 | AID 952, 2007 | inhibition, % at 10 µM;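 note: 0% = bound tracer without compound and 100% = peptide blocker; higher means less fluorescent Bim peptide bound to Bcl-W beads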
# Target sequence (Q92843 whole entry, looked up): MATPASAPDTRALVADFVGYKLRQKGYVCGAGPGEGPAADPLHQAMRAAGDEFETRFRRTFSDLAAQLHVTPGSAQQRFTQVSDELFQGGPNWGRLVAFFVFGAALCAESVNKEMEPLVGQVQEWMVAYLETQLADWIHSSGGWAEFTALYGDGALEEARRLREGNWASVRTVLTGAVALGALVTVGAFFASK
# Mcl-1 Bim block = inhibitors of Bim peptide binding to Mcl-1, primary screen, biochemical, bead-based flow cytometry, multiplex; 0.1% of 190,000 active; Bim peptide-Mcl-1 binding; inhibition, % at 10 µM; Induced myeloid leukemia cell differentiation protein Mcl-1 (Homo sapiens), Q07820; AID 1009, 2008;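 note: 0% = no compound tracer wells and 100% = peptide blocker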
# Bfl-1 Bim block = inhibitors of Bim binding to Bfl-1, primary screen, biochemical, multiplexed, bead-based flow cytometry; 0.12% of 190,000 active; inhibition, % at 10 µM; Bim-Bfl-1 binding inhibition;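 note: 0% = wells without compound plus tracer and 100% = blocker peptide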
# RGS8-Gao reg = RGS8-Galphao binding modulators, primary screen, biochemical, multiplexed bead flow cytometry. Guanine nucleotide-binding protein G(o) subunit alpha (Homo sapiens), P09471. actives lie on both sides. response (percent of control binding), % at 10 µM. 0.34% of 220,000 active. AID 1423, 2008; in the data active = response below about 60% or above about 140%; inactive = in between;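 note: Galphao activated as the GDP aluminium fluoride complex binding bead-coupled RGS8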
# RGS7-Gao reg = RGS7-Galphao binding modulators, primary screen, biochemical, multiplexed bead flow cytometry; Guanine nucleotide-binding protein G(o) subunit alpha (Homo sapiens), P09471; actives lie on both sides; binding response (% of control), % at 10 µM; 0.35% of 220,000 active; in the data active = binding response below about 49% or above about 150%; inconclusive = no clear call, values can overlap the other calls; inactive = in between;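 note: fluorescent Galphao held in activated GDP-AlF4 state binding bead-coupled RGS7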
# * hit, by the source's call; ? = inconclusive; · = no result given. Cut-off read from the data, not from the text of the source, unless noted: active = inhibition above about 40%.
SMILES	RGS4-Gao reg	RGS7-Gao reg	RGS8-Gao reg	Bim-Bcl-W	Mcl1 Noxa PPI	Bim-Bcl-XL	Bim-Bcl-B	Bfl-1 Bim block	Mcl1-Bid inh	Mcl-1 Bim block	Bcl-2 Bim block
CCOc1cc2c(cc1OCC)C(C(=O)O)C(c1cc(Br)c(O)c(OC)c1)N(C)C2=O (configuration not stated)	106	107	104	-1	5	0	0	0	-23	-2	0
Cc1cc(-c2nc3c4c5c(sc4[nH]c(=O)n3n2)CCC5)c(C)o1	84	81	97	-2	101*	-4	-7	-14	73*	1	-5
COCCNc1c(-c2ccc(OC)cc2)nc2ccc(Cl)cn12	104	106	99	-3	16	-2	-4	-1	-58	0	0
NC(=O)CCNC(=O)c1ccc(Cl)cc1	100	97	99	1	15	-1	-10	-11	2	-1	-6
Cc1cccc(C(OC(=O)c2ccco2)C(=O)NCc2ccccc2)n1 (configuration not stated)	102	102	95	3	-2	0	3	-4	7	0	4
COc1cc(NC(=O)Cn2nc(C(F)(F)F)c3c2CCCC3)cc(OC)c1OC	97	98	100	0	4	-6	-5	-9	-6	-3	-9
CCOC(=O)C1CCN(S(=O)(=O)c2ccc(C(C)(C)C)cc2)CC1	99	102	100	-1	-5	-5	-2	-9	-11	-4	-6
CSc1ncccc1C(=O)NC(C)C1CC2CCC1C2 (configuration not stated)	99	100	108	0	3	0	-3	-7	-10	0	0
CCOc1ccc(NC(=O)CCCc2cc(-c3ccc(OCC)cc3)on2)cc1	102	98	100	-2	14	-7	-7	-16	-16	-1	-10
O=C(O)CCC(=O)Nc1nc(-c2ccccc2)cs1	101	103	100	0	6	-5	-5	-8	-5	0	-8
CC1(C)NC(=O)N(Cc2cc(=O)n3ccsc3n2)C1=O	90	?	97	·	20	·	·	·	-2	·	·
Clc1ccc2c(c1)c1ccccc1n2CN1CCOCC1	103	100	105	-2	2	-1	-8	-11	4	0	-7
COc1ccc(C2=NN(C(N)=S)C(c3ccco3)C2)cc1 (configuration not stated)	100	?	101	0	29	0	-4	-3	-39	8	-2
CCCCSc1nnc(-c2cc(Br)ccc2N)c(=O)[nH]1	96	96	99	-3	-7	0	-5	-3	-11	0	-1
Cc1cc2nc3c(=O)n(Cc4ccccc4)c(=O)[nH]c3nc2cc1N	104	?	102	·	-75	·	·	·	-31	·	·
CCCC12CN3CC(C)(CN(C1)C31CCCCC1)C2=O	107	104	116	-1	11	2	0	0	-8	2	4
Cc1nc(C(=O)NNC(=O)c2ccccc2)c(C(F)(F)F)o1	100	?	101	·	4	·	·	·	-22	·	·
Cc1c(Cl)cccc1NC(=O)CCN1CCCC(C)C1 (configuration not stated)	84	94	96	0	2	0	-8	-1	-28	0	-1
CC(C)(C)NC(=O)NC(=O)CN1CCN(S(=O)(=O)c2ccc3c(c2)OCCO3)CC1	97	?	104	·	5	·	·	·	12	·	·
CC(C)(C)OC(=O)C(C)(C)Sc1nnc(N)s1	96	?	99	·	10	·	·	·	-6	·	·
CCCCC(=O)Nc1cccc(NC(=O)c2cccnc2Cl)c1	103	?	101	·	-1	·	·	·	-5	·	·
CCc1ccc(C(=O)Nc2ccc(C)c(NS(C)(=O)=O)c2)cc1	100	?	100	·	-18	·	·	·	-14	·	·
O=c1c(Br)c(N2CCCC2)cnn1-c1ccccc1	102	104	101	-2	10	-7	-5	1	-21	-6	-2
O=C(NCCCN1CCOCC1)c1ccc(-c2ccc(Cl)cc2)o1	96	103	109	-2	9	-2	0	5	-15	0	3
CN=C1SC(CC(=O)Nc2cc(Cl)ccc2Cl)C(=O)N1C (configuration not stated)	110	100	102	0	6	0	-14	-15	-4	-1	-6
Oc1ccc(-c2nnc(-c3ccccc3)c(-c3ccccc3)n2)cc1	99	100	99	-3	10	-8	-9	-6	-5	-1	-7
CC(/C=C/c1ccccc1)=N\NC(=O)CSc1ccccn1	104	102	100	-4	9	-7	-12	-2	-7	-6	-4
O=C(Cn1cc(C(F)(F)F)cc(Cl)c1=O)Nc1ccc(N2CCOCC2)cc1	98	?	100	0	14	-1	-7	-10	-39	0	-2
CSc1cccc(NC(=O)CN(c2cccc(C)c2)S(C)(=O)=O)c1	98	97	99	-1	-7	-8	-8	-7	-67	-1	-10
COC(=O)c1cccc(OCC(O)Cn2cnc3cc(C)c(C)cc32)c1 (configuration not stated)	97	99	101	0	12	-4	-3	-5	-5	0	-3
Cc1ccnc(Nc2nc3ccccc3o2)n1	103	101	102	-2	-8	-3	-2	0	-6	-3	-3
O=C(O)CCCc1nc2ccccc2s1	101	100	101	-3	2	-13	-9	-17	30	-8	-10
CN1CCN(C(=S)Nc2ccc([N+](=O)[O-])cc2)CC1	101	99	102	0	-12	-2	-7	-3	-45	0	-4
CC(C)(NC(=O)c1cc(Cl)c2ccccc2c1O)C(=O)O	103	?	100	·	23	·	·	·	-4	·	·
CN1CCN(C2OC(=O)c3ccccc32)CC1 (configuration not stated)	102	106	101	-10	-1	-10	-3	-2	-1	0	-3
CC(C)Cc1nnc(NC(=O)CCC(=O)Nc2ccccc2F)s1	100	?	99	·	19	·	·	·	-9	·	·
COC(=O)/C(=C(/F)Sc1cc(C)c(O)c(C)c1)C(F)(F)F	100	102	102	2	5	-5	-9	-6	16	-3	-8
CCc1nc2ccc(C(=O)Nc3cccc(C(C)=O)c3)cc2nc1CC	98	92	102	0	-13	-2	-2	0	-23	-4	-2
Cc1ccn2c(-c3n[nH]c(=S)n3Cc3ccccc3)c(C)nc2c1	105	109	105	-5	24	-4	-25	1	-52	-8	-5
CCN(CC)C(=O)COc1cccc2ccccc12	108	107	103	-3	3	-5	-7	0	-8	-5	13
COc1ccc(OC)c(N(CC(=O)Nc2ccc3c(c2)OCCO3)S(C)(=O)=O)c1	101	103	101	0	4	-2	-7	-10	-12	0	-6
COc1ccc(OC)c(-c2cc(-c3cccnc3)nc(N)c2C#N)c1	103	?	100	·	7	·	·	·	-40	·	·
COc1cc2nc(SCc3ccc(F)cc3)n(Cc3cccs3)c(=N)c2cc1OC	107	104	104	-1	-13	-3	0	-4	-5	0	-1
Cc1ccc(Oc2nc(CN3CCOCC3)nc3sc4c(c23)CCC(C)C4)cc1C (configuration not stated)	103	100	104	-6	33	-7	-8	0	9	-6	0
CC(=O)Nc1ccc(CNC(=O)C[N+]2(C)CCOCC2)cc1	101	105	100	-3	11	-2	-2	-6	-7	-3	-3
COc1ccc(N2CCN(C(=O)CSc3nnc4c(C)cc5cc(C)ccc5n34)CC2)cc1	104	101	102	2	4	-2	-4	-14	-15	0	-7
Cc1ccc2c(C)cc(=S)[nH]c2c1	103	108	99	-1	23	1	-2	7	-40	-2	3
COc1ccc(C(=O)Nc2ccc(NC(=O)c3cccs3)c(OC)c2)cc1Cl	99	97	101	0	18	0	-1	-4	-1	1	0
CCCc1ccc(C(=O)NNc2ccc(F)cc2)cc1	104	?	102	·	-11	·	·	·	-5	·	·
O=c1[nH]cc(S(=O)(=O)c2ccccc2)[nH]1	100	99	99	0	-7	-1	0	-4	-38	0	0
Cc1cccc(OCCOC(=O)C2CCN(S(=O)(=O)c3cccs3)CC2)c1	109	101	103	-2	-7	0	0	-2	3	-1	-3
CCOC(=O)NCc1ccc(CNC(=O)OCC)cc1	104	99	99	0	-6	4	-5	-5	-15	-1	-3
CCOC(=O)C1CCN(S(=O)(=O)c2c(C)[nH]c(=O)[nH]c2=O)CC1	100	102	101	-4	-4	-5	-6	-7	-19	-1	-5
Brc1c(CSc2nncn2-c2ccccc2)nc2sccn12	99	95	100	0	-7	-1	1	1	-22	-3	-3
CCCCOc1ccc(N=Cc2cccs2)cc1	92	97	80	-3	-1	0	-3	-2	-86	-2	-7
O=S(=O)(c1ccc(Cl)cc1)N1CCC(N2CCCCCC2)CC1	104	107	101	-3	11	-9	-11	-13	14	-1	-6
CC(C)CCN1C(=O)c2ccc(C(=O)OCn3nnc4ccccc4c3=O)cc2C1=O	98	96	98	-1	-3	-2	-2	-2	-6	-3	-3
O=C(NNc1nc(-c2ccccc2)c2cc(Br)ccc2n1)c1ccc(S(=O)(=O)N2CCCCC2)cc1	100	100	98	3	-31	-1	2	2	-24	1	4
CCCCCCC(=O)Nc1nc(C)c(-c2csc(Nc3cc(Cl)ccc3C)n2)s1	113	115	122	0	29	-7	0	1	-14	0	-1
COc1ccc(-c2c(C)oc3ccc(C)cc23)cc1	101	98	99	-4	19	-7	-5	0	-8	-2	-5

# (continued)
SMILES	RGS4-Gao reg	RGS7-Gao reg	RGS8-Gao reg	Bim-Bcl-W	Mcl1 Noxa PPI	Bim-Bcl-XL	Bim-Bcl-B	Bfl-1 Bim block	Mcl1-Bid inh	Mcl-1 Bim block	Bcl-2 Bim block
COc1ccc(-n2c(SCC(=O)Nc3nc(C)cs3)nnc2-c2ccoc2C)cc1	·	·	·	0	-3	-6	-6	10	-4	-1	7
COc1ccc2c(c1)N1CCN=C1N2C	108	110	105	0	7	-1	0	-1	-40	-1	1
NC(=O)c1ccc(NC(=O)c2ccc(CN3CCOCC3)cc2)cc1	·	·	·	6	-5	9	-5	-7	-44	-2	-4
O=C(CNS(=O)(=O)c1ccccc1Br)OCC(=O)N1CCc2ccccc21	95	98	92	10	-10	3	4	3	-33	-3	4
CCc1ccc(NC(=O)c2cnc3scc(C)n3c2=O)cc1	105	103	103	0	11	-2	-5	-7	12	0	-7
Cc1ccc(NN2C(=O)C=CC2=O)cc1	106	103	100	22	22	31	19	23	6	26	11
Clc1ccc(CCNc2nc3ccccc3n3nnnc23)cc1	76	92	88	0	11	-1	-6	-8	-10	1	-5
O=C(NCCOc1ccccc1F)c1ccccc1SCc1ccc(F)cc1	100	100	101	-1	14	-2	-6	-1	-4	-5	-2
CCc1cccc(NC(=O)CSC2=NS(=O)(=O)c3ccccc32)c1	87	74	82	-3	30	-2	-5	-11	-12	-1	-6
COC(=O)C1=C(C)N=C2SC(C)C(=O)N2C1c1cccc(F)c1 (configuration not stated)	101	100	101	0	1	-5	-1	0	-38	4	-1
CCOC(=O)CSc1nnc(CNC(=O)c2cc(OCC)c(OCC)c(OCC)c2)n1C	96	96	89	0	6	-1	0	1	-7	-2	2

# Compounds as they come; about 2.7% have a hit in one of these screens.
